Assay outcomes as filed in PubChem.
4MU fluor: compounds fluorescent in 4-MU spectral region; compound autofluorescence, 340/450 nm, 4-MU equivalents; active compounds read high; max dye-equivalent concentration, M; 59,000 tested, 11% active; in the data active = max dye-equivalent concentration above about 10 nM; inconclusive = mostly about 1.1 nM to 9.6 nM
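Intrinsic fluorescence at 340/450 nm (ex/em) was read after 15 min at room temperature in pH 8.0, 100 mM Tris. Each compound concentration expressed as 4-MU-equivalent concentration from a six-point 4-MU standard series on each plate.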
BRCT PPI red: inhibitors of human BRCA1 BRCT-phosphoprotein interaction (red fluorophore). BRCT-phosphopeptide binding, red fluorescence polarization. P38398. 75,000 tested, 0.03% active. Potency, µM (highest dose often 76.9 µM), for the others: at the top dose activity change, negative = inhibition, hits mostly inhibitors; also: % is scaled to controls: 0 for no effect and ±100 for the full control effect
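Rhodamine-labelled pBACH1 10-mer (100 nM) bound to BRCT domain (100 nM) at pH 7.3; compounds incubated 12 min room temperature, polarization read. Free peptide defines full inhibition; unlabelled decapeptide titrated as control.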
Rhodamine fluor: compound autofluorescence in rhodamine spectral region. Rhodamine-region fluorescence, 547/598 nm, Tris buffer; active compounds read high. max dye-equivalent concentration, M. 59,000 tested, 0.05% active. AID 594; in the data active = max dye-equivalent concentration above about 11 nM; inconclusive = between about 1.1 nM and that limit
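Intensities are converted to rhodamine-equivalent concentration using a six-point rhodamine standard on each plate. Compounds sit 15 min at room temperature in 100 mM Tris buffer, pH 8.0; read uses the 547/598 nm excitation/emission pair.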
HEK293 cAMP cs: raises cAMP in parental HEK293 cells, TSHR agonist counter-screen. parental HEK293 CNG cAMP sensor, membrane potential fluorescence. Potency, µM (series often up to 57.1 µM), inactives show at the highest dose activation, actives largely listed as activators. 73,000 tested, 2.5% active. AID 938; also: potency is read from the fitted curve at half-maximal effect; % of control where 0% means no effect; nearly all actives have a fitted effect of over 55% in size
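Parental HEK 293 cells stably expressing a cAMP-gated CNG channel were loaded with membrane potential dye containing 100 uM RO 20-1724 for 60 min. Compound added for 30 min; depolarization read as fluorescence intensity at 590 nm.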
A350 autofl: A350 region autofluorescence; Compound autofluorescence, 340/450 nm, Alexa 350 dye-equivalents; active compounds read high; max dye-equivalent concentration, M; AID 590; 59,000 tested, 11% active; in the data active = max dye-equivalent concentration above about 10 nM; inconclusive = mostly about 1.1 nM to 9.6 nM
BRCT inh green: inhibitors of human BRCA1 BRCT-phosphoprotein interaction (green fluorophore); P38398; Potency, µM (series often up to 76.9 µM), inactives show top-dose activity change, negative = inhibition, hits mostly inhibitors; BRCA1 BRCT-phosphopeptide binding, green fluorescence polarization; 75,000 tested, 0.05% active;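 also: potency is read from the fitted curve at half-maximal effect; plate controls were peptide without protein for full effect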
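Compounds were incubated for 12 min at room temperature with a complex of 100 nM fluorescein-tagged pBACH1 decapeptide and 250 nM His-tagged BRCT protein. Buffer was phosphate pH 7.3 with EDTA, DTT and Tween 20. Disruption of binding lowers the polarization signal.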
Caspase-7 inhib: allosteric or competitive inhibitors of human caspase-7. 75,000 tested, 0.02% active. Potency, µM (titrated, usually from 57.5 µM), for the others: top-dose activity change, negative = inhibition, most hits filed as inhibitors. P55210. recombinant caspase-7, Ac-DEVD-AFC fluorescence rate; active = well fitted inhibition curve with a large enough effect in the main read-out, with a control signal flat, not every such curve was filed as active; inconclusive = small, poorly fitted or top-dose-only effect, or a change in a side signal; also: potency is read from the fitted curve at half-maximal effect; % of control where 0% means no effect
Fluorescein autfl: fluorescein region autofluorescence | Compound autofluorescence, 480/540 nm, fluorescein-equivalent; active compounds read high | max fluorescein-equivalent concentration, M | 59,000 tested, 0.91% active; in the data active = max fluorescein-equivalent concentration above about 10 nM; inconclusive = between about 1.1 nM and that limit
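Spectral profiling of library compounds in the fluorescein window (480 nm excitation, 540 nm emission) after 15 min at room temperature in pH 8.0 Tris (100 mM). Values are dye-equivalent concentrations.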
USP2a inh: USP2a (human) protease inhibition. USP2a enzymatic assay, qHTS inhibition. 60,000 tested, 0.1% active. O75604. Potency, µM (top dose mostly 38.3 µM), for the others: at the top dose activity change, negative = inhibition, most hits filed as inhibitors;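 also: potency is read from the fitted curve at half-maximal effect; nearly all actives have a fitted effect of over 60% in size; plate controls were DMSO for no effect and NEM full inhibition control for full effect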
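Inhibition is measured in a cell-free coupled assay with 20 nM USP2 core, 20 nM Ub-PLA2 and 20 uM NBD C6-HPC, 2.5 h incubation. Activity normalized to NEM control.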
Casp1 inh: allosteric or competitive inhibitors of human caspase-1. P29466. Caspase-1 enzyme, Ac-WEHD-AFC fluorogenic rate. Potency, µM (series often up to 57.5 µM), without a hit: at the top dose activity change, negative = inhibition, hits mostly inhibitors. 75,000 tested, 0.03% active. AID 900;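 also: potency is read from the fitted curve at half-maximal effect; plate controls were vehicle for no effect and no substrate for full effect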
TexasRed autofl: Texas Red region autofluorescence; Compound fluorescence, Texas Red channel, 547/618 nm; active compounds read high; 59,000 tested, 0.06% active; AID 587; max dye-equivalent concentration, M; in the data active = max dye-equivalent concentration above about 10 nM; inconclusive = between about 1.1 nM and that limit
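Fluorescence at ex 547/em 618 nm, normalized against an on-plate Texas Red standard series to give dye-equivalent concentration per compound concentration. Buffer 100 mM Tris, pH 8.0; 15 min RT incubation before CCD imaging.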
* hit, by the source's call; i = inactive; ? = inconclusive; . = no result given; [ ] = remark or other dose. Unless noted, calls follow the shape of the dose curve; as a rule, active = well fitted curve in the direction sought with a large enough effect; inconclusive = small, poorly fitted or top-dose-only effect, or another doubt; inactive = no such curve, though single readings can be large; an effect the other way counts as inactive or inconclusive. These rows are one share of the data; rates above refer to the full screens.

nr	molecule	4MU fluor	BRCT PPI red	Rhodamine fluor	HEK293 cAMP cs	A350 autofl	BRCT inh green	Caspase-7 inhib	Fluorescein autfl	USP2a inh	Casp1 inh	TexasRed autofl
1	CCOc1ccc(NC(=O)Cn2nnc(-c3ccccc3NC(=O)C3CC3)n2)cc1	i	-0.3%	i	12.6%	i	-0.6%	2.7%	i	.	-1.2%	i
2	COC(=O)c1cccc(NC(=O)c2ccc(S(=O)(=O)N3CCN(C)CC3)cc2)c1	i	1.2%	i	3.6%	i	-5.1%	2.5%	i	2.3%	-0.8%	i
3	O=C1C2=C(Nc3cc([N+](=O)[O-])ccc3N2)O[C@@H]1c1c[nH]c2ccc(COc3ccccc3)cc12	i	-1.4%[15.4 µM]	i	-4.0%[11.4 µM]	i	-5.6%[15.4 µM]	1.5%[11.5 µM]	i	.	-2.3%[11.5 µM]	i
4	COc1ccc(OC)c(C2=Nn3c(nnc3-c3cccc(OC(C)C)c3)SC2)c1	?	-0.6%	i	25.1µM*	?	1.6%	-10.1%	i	6.1%	-4.8%	?
5	COc1ccc(NS(=O)(=O)c2cccc3cccnc23)cc1	i	0.5%	i	-0.4%	i	0.7%	-2.1%	i	-1.0%	2.3%	?
6	O=c1oc2cc(Br)ccc2n1CSC1=NCCS1	i	0.0%	i	?	i	0.4%	0.1%	i	-11.9%	-1.8%	i
7	CCn1ncc(CN2CCN(C(=O)Nc3ccccc3C(=O)OC)CC2)c1C	?	1.3%	i	17.1%	?	-2.0%	0.8%	?	15.9%	-1.0%	?
8	CCOc1ccc(S(=O)(=O)NCCCN2CCOCC2)c2ccccc12	.	-0.7%	.	?	.	0.0%	0.4%	.	14.4%	0.0%	.
9	O=C(CCCn1c(=S)[nH]c2cc3c(cc2c1=O)OCO3)N1CCN(c2ccccc2)CC1	i	1.0%	i	8.2%	i	-1.7%	-1.7%	i	16.4%	-2.4%	i
10	CCN1CCN(C(=O)C2CCN(C(=O)c3cc4sccc4n3CC)CC2)CC1	.	0.5%	.	8.7%	.	-0.6%	0.7%	.	.	0.7%	.
11	COc1ccc2nc(NC3=NCN(CC4CCCO4)CN3)nc(C)c2c1 (stereo unspecified)	9.17e-08M*	0.0%	i	7.5%	8.23e-08M*	-1.8%	1.0%	i	0.4%	-0.1%	i
12	COc1ccc(CNCC(O)COCc2cccs2)cc1 (stereo unspecified)	i	-1.2%	i	?	i	-0.4%	1.1%	i	2.2%	-3.3%	?
13	Cc1cc(C)c2c(n1)sc1c(O)cc(=O)[nH]c12	1.6e-08M*	-1.7%	i	3.5%	1.52e-08M*	-0.7%	-3.0%	i	35.2%[activator]	-2.3%	?
14	Cc1cn(COC/C=C/c2ccccc2)c(=O)[nH]c1=O	i	0.3%	i	3.9%	i	1.3%	7.7%	?	-2.4%	1.0%	i
15	O=C(NCCN1CCN(c2ccccc2)CC1)C1CCN(S(=O)(=O)c2cccc3nonc23)CC1	i	1.1%	i	1.5%	i	0.1%	-0.1%	i	7.1%	2.7%	?
16	COc1ccc(NC(=O)N2CCCC3(CCN(C(=O)c4ccncc4)CC3)C2)cc1	i	-1.1%	i	12.8%	i	-2.9%	2.1%	?	-12.8%	0.2%	i
17	Cc1onc(-c2ccccc2Cl)c1C(=O)NCc1nc(-c2ccccc2)no1	i	-0.1%	i	?	i	19.6%	-2.6%	?	8.9%	-2.0%	i
18	CCOC(=O)N1CCN(C(=O)C2c3cc(OC)c(OC)cc3C(=O)N3CCc4ccccc4C23)CC1 (stereo unspecified)	i	0.9%	i	2.7%	i	0.0%	0.7%	i	7.2%	-0.2%	i
19	CCC(=O)N1CCN(CCN=CC2=C(O)CC(C)(C)CC2=O)CC1	.	1.0%	.	-0.7%	.	-1.7%	-1.6%	.	3.9%	-1.9%	.
20	CCOC(=O)C1CCCN(C(=O)c2cncc(Br)c2)C1 (stereo unspecified)	i	1.8%	i	6.9%	i	-1.4%	-0.7%	?	0.3%	-3.1%	i
21	COc1ccc(-n2c(=O)c(-c3cn(C)c4ccccc34)nc3cncnc32)cc1	i	-0.7%	i	9.9%	i	11.9%	-8.0%	i	11.5%	-7.5%	i
22	Cc1ccc(C)c2[nH]c(=O)c(CN(Cc3ccc4c(c3)OCO4)Cc3nnnn3Cc3ccco3)cc12	?	-7.1%	i	?	?	2.1%	-23.8%	?	.	?	i
23	Cc1cc2nnc(SCc3ccccc3)n2c(N)n1	i	-0.4%	i	-2.2%	i	3.6%	-1.0%	i	3.0%	1.4%	i
24	CC(C)NC(=O)N1CC[C@@]2(CCCN(C(=O)c3cnccn3)C2)C1	i	0.8%	i	-0.4%	i	-0.5%	-0.3%	i	3.7%	-3.9%	i
25	CCN1CCN(C(c2cc(OC)c(OC)c(OC)c2)c2nnnn2C(C)C)CC1 (stereo unspecified)	i	-0.4%	i	1.6%	i	0.0%	0.2%	i	-9.2%	0.2%	i
26	COc1ccc(N(C(=O)C(C)C)S(=O)(=O)c2ccc3c(c2)n(C)c(=O)n3C)cc1	i	-0.4%	i	-5.0%	i	-0.3%	0.6%	i	13.5%	-0.2%	?
27	CCc1ccc(-c2nc(CN3CCC(C(=O)N4CCN(c5ccccn5)CC4)CC3)c(C)o2)cc1	i	-0.2%	i	14.2%	i	-0.2%	0.2%	?	14.0%	-2.9%	i
28	O=C(CN1CCN(S(=O)(=O)c2ccc(Cl)cc2)CC1)Nc1ccc2c(c1)OCO2	i	-0.2%	i	?	i	-2.3%	-1.7%	?	26.8%	-2.9%	i
29	COc1ccc2[nH]cc(CCNc3nc(-c4ccccc4CN(C)C)nc4ccccc34)c2c1	i	-0.8%	i	-12.9%	i	0.3%	-0.7%	i	-4.1%	1.3%	i
30	O=C(O)COc1cccc(NC(=O)C2CCCO2)c1 (stereo unspecified)	i	0.0%	i	1.2%	i	0.9%	0.5%	i	2.2%	-0.8%	i
31	OC(C#CCN1CCOCC1)(c1ccccc1)C1CC1 (stereo unspecified)	?	1.0%	i	-3.1%	?	-2.2%	-1.3%	i	-4.9%	0.9%	i
32	CC(C)Oc1ccc(C(=O)CCN2CCCCC2)cc1	i	.	i	.	i	.	.	?	.	.	i
33	O=C(CCc1nc(-c2ccccc2F)no1)NC1CCCCCC1	i	-0.4%	i	27.5%	i	-1.7%	5.3%	i	13.3%	1.3%	?
34	O=C(NCc1ccco1)c1ccc(CN2CCOCC2)cc1	.	0.4%	.	-5.4%	.	-0.4%	-1.0%	.	-4.9%	0.0%	.
35	O=C(O)c1ccc(-n2nnnc2SCc2ccccc2F)cc1	.	-0.4%	.	7.4%	.	0.1%	-0.4%	.	.	2.7%	.
36	Cc1ccc(-c2noc(CCC(=O)NC3CCN(Cc4ccccc4)CC3)n2)cc1	i	0.2%	i	?	i	-0.8%	-0.1%	i	29.3%	0.4%	?
37	CCOC(=O)N1CCN(C(=O)C2CC(=O)N(Cc3ccc(OC)cc3)C2)CC1 (stereo unspecified)	i	-1.0%	i	-3.4%	i	-0.8%	-1.1%	?	-2.4%	1.6%	i
38	CC(=O)OCCNc1cc(N2CCN(C)CC2)c2noc3c2c1C(=O)c1ccccc1-3	.	-2.7%	.	-14.7%	.	111.7%[activator]	-26.4%	.	.	?	.
39	CCOC(=O)c1oc2c(CN3CCCCC3C)c(O)ccc2c(=O)c1-c1ccc(OC)c(OC)c1 (stereo unspecified)	i	0.6%	i	1.3%	i	-1.6%	-2.2%	i	11.9%	-1.3%	i
40	O=C(CCn1nnc(-c2cccs2)n1)NC1CCCCC1	i	-1.2%	i	12.4%	i	1.4%	0.2%	?	11.3%	2.9%	i

Shown with two lines to a compound: part of the list above.
Fields – 4MU fluor | BRCT PPI red | Rhodamine fluor | HEK293 cAMP cs | A350 autofl | BRCT inh green | Caspase-7 inhib | Fluorescein autfl | USP2a inh | Casp1 inh | TexasRed autofl
32) CC(C)Oc1ccc(C(=O)CCN2CCCCC2)cc1
 : i | . | i | . | i | . | . | ? | . | . | i
37) CCOC(=O)N1CCN(C(=O)C2CC(=O)N(Cc3ccc(OC)cc3)C2)CC1 (stereo unspecified)
 : i | -1.0% | i | -3.4% | i | -0.8% | -1.1% | ? | -2.4% | 1.6% | i
36) Cc1ccc(-c2noc(CCC(=O)NC3CCN(Cc4ccccc4)CC3)n2)cc1
 : i | 0.2% | i | ? | i | -0.8% | -0.1% | i | 29.3% | 0.4% | ?

The list continues:
nr	molecule	4MU fluor	BRCT PPI red	Rhodamine fluor	HEK293 cAMP cs	A350 autofl	BRCT inh green	Caspase-7 inhib	Fluorescein autfl	USP2a inh	Casp1 inh	TexasRed autofl
41	COc1nc(N)nc2c1ncn2[C@@H]1C[C@H](O)[C@@H](CO)O1	i	0.2%[15.4 µM]	i	1.0%[11.4 µM]	i	-1.6%[15.4 µM]	0.5%[11.5 µM]	i	.	-4.3%[11.5 µM]	i
42	COc1ccccc1NC(=O)CN1C(=O)NC(CC(C)C)C1=O (stereo unspecified)	i	1.4%	i	-5.1%	i	-2.2%	3.7%	i	-1.2%	-2.4%	i
43	CC(=O)[C@]1(O)CCC2C3CCC4=CC(=O)CC[C@@]4(C)C3CC[C@]21C (stereo partly specified)	.	1.2%	.	.	.	-3.0%	-0.3%	.	-19.9%	-1.9%	.
44	O=C(O)c1ccc(COc2c(F)c(F)cc(F)c2F)o1	i	0.6%	i	4.2%	i	0.1%	0.6%	i	-5.3%	-0.3%	i
45	Fc1cnc(N2CCOCC2)nc1N1CCc2ccccc21	i	0.7%	i	?	i	-0.5%	-0.3%	i	1.8%	-0.6%	i
